Source: PubChem
Growth percent in the NCI-60 one-dose screen (48 h, 10 µM unless noted): 100 = growth as untreated, 0 = no growth, -100 = all killed.
HT29: HT29 colon cancer | 81,000 compounds, 7.4% hits
KM12: KM12 colon cancer cells. 82,000 compounds, 5% hits. AID 1794800
SW-620: SW-620 colon cancer. 82,000 compounds, 5.2% hits
NCI-H460: NCI-H460 lung cancer | 82,000 compounds, 6.8% hits
HCT-116: HCT-116 colon cancer. 82,000 compounds, 7.3% hits
NCI-H322M: NCI-H322M lung cancer | 80,000 compounds, 2.7% hits
COLO 205: COLO 205 colon cancer; 79,000 compounds, 7.3% hits; AID 1794742
HCT-15: HCT-15 colon cancer | AID 1794746 | 82,000 compounds, 5.2% hits
NCI-H226: NCI-H226 lung cancer; 79,000 compounds, 3.5% hits
Numbers without * were called inactive; . = not tested or not shown; & = joins results of further samples. Rule for the calls: active = growth percent below 10; inactive = the rest.

cpd | SMILES | HT29 | KM12 | SW-620 | NCI-H460 | HCT-116
1 | CCOC(=O)c1ccccc1NC(=O)C(C)N1CCOCC1 (stereo not drawn) | 78 | 108 | 111 | 107 | 74
2 | O=C(Nc1cc(Cl)cc(Cl)c1)Nc1nc2ccc([N+](=O)[O-])cc2s1 | 5.1* | 3.6* | 8.7* | 1.1* | 0.0*
3 | CN(C)CCOc1ccc(Nc2nccc(NCc3ccco3)n2)cc1 | 81 | 83 | 83 | 91 | 64
4 | OCC(O)C(O)C(O)C(O)CO (stereo not drawn) | 104&104 | 109&105 | 97&107 | 112&107 | 98&98
5 | N#Cc1c(NCc2ccc(Cl)cc2)oc(-c2ccccc2)c1-c1ccccc1 | 73 | 84 | 94 | 72 | 52
6 | Cc1cccc[n+]1CC(O)C[n+]1ccccc1C | 82 | 104 | 105 | 107 | 75
7 | O=C(/C=C/c1ccco1)c1ccc(Nc2ccnc3cc(Cl)ccc23)cc1 | 23 | 80 | 86 | 36 | 34
8 | O=CNCCO | 105 | 112 | . | 109 | 89

cpd | NCI-H322M | COLO 205 | HCT-15 | NCI-H226
1 | 100 | . | 106 | 90
2 | 9.2* | -49* | 2.8* | -9.8*
3 | 95 | 102 | 92 | 73
4 | 101&94 | 102&98 | 105&98 | 110
5 | . | 100 | 43 | 85
6 | 106 | 91 | 99 | 99
7 | 39 | 90 | 60 | 111
8 | 109 | 108 | 105 | 98

(further entries)
cpd | SMILES | HT29 | KM12 | SW-620 | NCI-H460 | HCT-116
9 | O=C1/C(=C\c2cccn2Cc2ccc(Cl)cc2)c2ccccc2N1c1c(Cl)cccc1Cl | 85 | 54 | 91 | 94 | 77
10 | O=[N+]([O-])c1ccccc1N=Nc1c(O)[nH]c2ccc(F)cc12 | 97 | 92 | 95 | 92 | 69
11 | O=C(Nc1ccccc1)C1CNCCS1 (stereo not drawn) | 102 | 102 | 107 | 106 | 107
12 | Cc1csc(/N=C(N)/N=C(\N)c2ccccc2Br)n1 | 105 | 99 | 98 | 99 | 95
13 | Nc1nc(N)c2c(n1)NC(c1ccc(Cl)cc1)CC(c1ccc3c(c1)OCO3)=N2 (stereo not drawn) | 57 | 53 | 82 | 75 | 77
14 | Clc1cc(Cl)c(OCC#CI)cc1Cl | 10 | 82 | -66* | 100 | -72*
15 | COc1ccc(-c2nc3ccc(-c4nnc(SCc5ccccc5)o4)cc3[nH]2)cc1 | 9.6* | 17 | 7.5* | -16* | -60*
16 | CC(=O)Nc1nc(-c2ccc(N3CCCC(C)C3)c(NS(=O)(=O)c3cccc4c(N(C)C)cccc34)c2)cs1 (stereo not drawn) | 85 | 99 | 99 | 101 | 89

cpd | NCI-H322M | COLO 205 | HCT-15 | NCI-H226
9 | 69 | 94 | 61 | 59
10 | . | 79 | 87 | 85
11 | 95 | 98 | 106 | 102
12 | 97 | 111 | 98 | 91
13 | 94 | 93 | 71 | 83
14 | 127 | 5.9* | 42 | 43
15 | 0.7* | 45 | -17* | -77*
16 | 97 | 82 | 83 | 78

(cont.)
cpd | SMILES | HT29 | KM12 | SW-620 | NCI-H460 | HCT-116
17 | COc1cc2c(c(OC)c1OC)C(=O)CC(c1cccc(NC(=O)[C@@H](N)CC(C)C)c1)O2 (stereo partly drawn) | 108 | 97 | 107 | 106 | 101
18 | COc1cc(CNc2ccccc2C(=O)N2CCN(C(=O)c3cc(-c4cc(OC)c(OC)c(OC)c4)n4nc(-c5ccccc5)cc4n3)CC2)cc(OC)c1OC | 13 | 18 | 26 | 12 | 22
19 | CCOC(=O)/C(C#N)=C1/C(=O)Nc2ccccc21 | 112 | 112 | 109 | 120 | 98
20 | O=C(NCCCl)c1cccc(Cl)c1 | 106 | 107 | 99 | 113 | 106
21 | C=CCCN1CCCC1 | 97 | 111 | 99 | 100 | 97
22 | CC1CCN(C(=O)Nc2c(Cl)cccc2Cl)CC1 | 102 | 107 | 100 | 107 | 98
23 | Cc1cc(N=Nc2ccc(NC(=O)c3ccc(N)cc3)cc2C)ccc1N=Nc1ccc(N=Nc2ccc3cc(S(=O)(=O)O)cc(S(=O)(=O)O)c3c2)c(C)c1 | 97 | 101 | 102 | 106 | 103
24 | COc1ccc(-c2nc3sc4cc(OC)ccc4n3c2-c2nc3ccc(Cl)cc3[nH]2)cc1 | 89 | 100 | 99 | 88 | 85

cpd | NCI-H322M | COLO 205 | HCT-15 | NCI-H226
17 | 111 | 118 | 95 | 94
18 | 44 | 47 | 43 | 76
19 | 127 | 118 | 106 | 116
20 | 102 | 108 | 95 | 100
21 | 225 | . | 91 | 98
22 | 97 | . | 101 | 93
23 | 96 | . | 103 | 106
24 | 104 | 107 | 84 | 96

Carrying on.
cpd | SMILES | HT29 | KM12 | SW-620 | NCI-H460 | HCT-116
25 | O=C(CCCCC(=O)Nc1ccc(C2=NCCN2)cc1)Nc1ccc(C2=NCCN2)cc1 | 93 | 109 | 94 | 102 | 95
26 | CC(=O)N1CCNc2nc(N)[nH]c(=O)c21 | 94 | 103 | 109 | 110 | 79
27 | CCCCCCOc1ccc(/C=C/C(=O)c2ccc(B(O)O)cc2)cc1 | 75 | 85 | 97 | 92 | 56
28 | S=C=Nc1ccc(N2CCOCC2)cc1 | 86 | 103 | 103 | 100 | 87
29 | COc1ccc(C(C#N)CC(=O)c2ccc3c(c2)OCO3)cc1OC (stereo not drawn) | 102 | 110 | 105 | 98 | 105
30 | C(=N\Nc1nnc(-c2ccncc2)o1)/c1ccccc1 | 108 | 98 | 104 | 111 | 100
31 | CC(O)CC(c1ccccc1)c1ccccc1 (stereo not drawn) | 93 | 112 | 107 | 119 | 103
32 | Nc1ccc(I)cc1 | 102 | 76 | 61 | 96 | 86

cpd | NCI-H322M | COLO 205 | HCT-15 | NCI-H226
25 | 106 | 102 | 107 | 101
26 | 107 | 116 | 109 | 110
27 | 86 | 103 | 75 | 76
28 | 96 | 97 | 90 | 86
29 | 98 | 103 | 111 | 104
30 | 97 | 103 | 102 | 96
31 | 121 | 105 | 110 | .
32 | 101 | 99 | 84 | 86

(listing goes on)
cpd | SMILES | HT29 | KM12 | SW-620 | NCI-H460 | HCT-116
33 | COc1ccc(NC(=O)c2sc3nc(C)c(C(=O)c4ccc(OC)cc4)cc3c2N)cc1 | 7.9* | 47 | 35 | 9.3* | 22
34 | O=S(O)c1cccs1 | 103 | 112 | 112 | 113 | 111
35 | OCC[S+](CCO)CCO | 109 | 106 | 107 | 123 | 106
36 | COc1cc(-c2nc(-c3nnc(-c4ccc(F)cc4F)o3)c3ccccn23)cc(OC)c1OC | 100 | 97 | 94 | 101 | 94
37 | COC(=O)/C=C1/S/C(=N\N=C\c2ccc(OS(=O)(=O)C(F)(F)C(F)(F)C(F)(F)C(F)(F)F)cc2)N(c2ccccc2)C1=O | 102 | 108 | 102 | 102 | 108
38 | COc1cc(/C=C/c2ccccc2)ccc1O | 116 | 110 | 108 | 109 | 107
39 | O=C(Nc1cccc([N+](=O)[O-])c1)Nc1cccc([N+](=O)[O-])c1 | 41&87 | 28&71 | 45&88 | 35&71 | 37&54
40 | COc1ccc(-c2nn(-c3ccccc3)cc2C2CC(c3cc4ccccc4oc3=O)=NN2c2ccccc2)cc1 (stereo not drawn) | 114 | 98 | 94 | 98 | 88

cpd | NCI-H322M | COLO 205 | HCT-15 | NCI-H226
33 | 40 | 43 | 36 | 88
34 | 105 | 114 | 97 | 99
35 | 118 | 111 | 100 | 99
36 | 102 | 125 | 101 | 91
37 | 106 | 118 | 101 | 104
38 | 142 | 114 | 92 | 99
39 | 68&89 | 59&121 | 25&63 | 53&74
40 | 88 | 115 | 94 | 85

(list continues)
cpd | SMILES | HT29 | KM12 | SW-620 | NCI-H460 | HCT-116
41 | CC(=O)C1=C(C)NC(NNc2ccccc2)=NC1c1ccc([N+](=O)[O-])cc1 (stereo not drawn) | 96 | 67 | 74 | 100 | 86
42 | C(=C\c1ccccn1)/c1cccnc1 | 108 | 107 | 100 | 112 | 115
43 | c1csc(CCCN2CCCCC2)c1 | 107 | 107 | 101 | 109 | .
44 | Cc1cc(NCCCN(C)C)c2ccc3c(ccc4c(NCCCN(C)C)cc(C)nc43)c2n1 | -51* | -98* | -99* | -78* | -15*
45 | Cc1ccc(NC(=O)C(c2ccccc2)c2ccccc2)cc1 | 96 | 95 | 99 | 102 | 79
46 | CC(C)C(C)(O)c1ccccc1 (stereo not drawn) | 107 | 105 | 112 | 114 | 105
47 | Cc1ccc(O)c(N2C(=NCCc3ccc(S(N)(=O)=O)cc3)NS(=O)(=O)c3cnccc32)c1 | 113 | 100 | 107 | 128 | 93
48 | COc1ccc2cc(C3=NN(C(N)=S)[C@@H](c4ccccc4)C3)ccc2c1 | 47 | 71 | 78 | 52 | 36

cpd | NCI-H322M | COLO 205 | HCT-15 | NCI-H226
41 | 85 | 106 | 68 | 97
42 | 136 | 130 | 106 | 93
43 | 114 | 103 | 101 | 96
44 | -41* | -83* | -35* | -57*
45 | 100 | 121 | 87 | 93
46 | 102 | 112 | 106 | 96
47 | 88 | 108 | 96 | 108
48 | 67 | 77 | 58 | 87

Further records.
cpd | SMILES | HT29 | KM12 | SW-620 | NCI-H460 | HCT-116
49 | Cc1cnc(Cl)nc1Sc1nc(N)nc2nc[nH]c12 | 110 | 99 | 110 | 102 | 91
50 | CSCCC(N)C(=O)Nc1ccc(S(=O)(=O)c2ccc(NC(=O)C(N)CCSC)cc2)cc1 (stereo not drawn) | 98 | 113 | 110 | 108 | 95
51 | CC1=CC2(C)NC(=O)C(C)C12 (stereo not drawn) | 111 | 102 | 105 | 102 | 108
52 | CCC(=CCC1=C(O)c2ccccc2C(=O)C1=O)CC | 58 | 55 | 52 | 20 | 37
53 | COc1cc(C(=O)NC(N)=O)cc(OC)c1OC | 74 | 103 | 108 | 107 | 99
54 | CC1COCC(C)N1C1=C(Cl)C(=O)c2ccccc2C1=O (stereo not drawn) | 90 | 89 | 43 | 104 | -9.4*
55 | O=C(CSc1nnc(-c2ccc(Cl)cc2)o1)Nc1nc(-c2ccccc2)cs1 | 95 | 103 | 97 | 98 | 95
56 | O=COC/C=C/c1ccccc1 | 108 | 111 | 101 | 107 | 105

cpd | NCI-H322M | COLO 205 | HCT-15 | NCI-H226
49 | 107 | 128 | 113 | 90
50 | 110 | 118 | 109 | 106
51 | 107 | 110 | 101 | 104
52 | 86 | 64 | 42 | 68
53 | 94 | 100 | 102 | 96
54 | 94 | 104 | 37 | 97
55 | 89 | . | 103 | 88
56 | 107 | 113 | 104 | 108

Following part:
cpd | SMILES | HT29 | KM12 | SW-620 | NCI-H460 | HCT-116
57 | Cc1ccc(-c2cc(-c3ccc(Cl)cc3)nc(NC(=O)c3cccnc3)n2)cc1 | 109 | 100 | 102 | 102 | 99
58 | COc1cc(C(C)n2cc(-c3ccccc3)nn2)ccc1OC1CCCCC1 (stereo not drawn) | 82 | 78 | 75 | 70 | 43
59 | CC1=CC(=O)C2=C(C)CC(OC(=O)c3cccc4ccccc34)[C@@H]3[C@H](OC(=O)[C@@H]3C)[C@@H]12 (stereo partly drawn) | 71 | 68 | 79 | 89 | 52
60 | O=C(Nc1cccc(-n2ccc3c(NC(=O)c4ccccc4)nccc32)c1)Nc1cc(C(F)(F)F)cc(C(F)(F)F)c1 | -16* | -15* | 21 | 3.0* | -16*
61 | O=C1OCC/C1=C\c1ccc([N+](=O)[O-])cc1 | 100 | 112 | 105 | 109 | 105
62 | CCCCCCN(CCOC(=O)c1ccc([N+](=O)[O-])cc1)CCOC(=O)c1ccc([N+](=O)[O-])cc1 | 98 | 108 | 102 | 110 | 101
63 | CCOC(=N)c1ccc(C(=N)OCC)cc1 | 101 | 105 | 119 | 111 | 96
64 | CCOc1ccc(N2C(=O)N(c3ccc(SC)cc3)C(=O)C2=S)cc1 | 93 | 98 | 105 | 109 | 94

cpd | NCI-H322M | COLO 205 | HCT-15 | NCI-H226
57 | 99 | 109 | 95 | 99
58 | 78 | 98 | 61 | .
59 | 93 | 61 | 60 | 88
60 | 46 | -36* | 5.9* | 26
61 | 94 | 114 | 105 | 115
62 | 104 | 117 | 99 | 98
63 | 113 | 103 | 96 | 100
64 | 97 | 114 | 102 | 114

Continued.
cpd | SMILES | HT29 | KM12 | SW-620 | NCI-H460 | HCT-116
65 | O=[N+]([O-])c1ccc(NCCNc2ccc([N+](=O)[O-])cc2)cc1 | 109 | 105 | 99 | 114 | 100
66 | NC(=O)c1c(NC(=O)CSc2ccccc2)sc2c1CCC2 | 85 | 93 | 112 | 106 | 92
67 | O=C(O)c1cc(O)c(O)c(OC(=O)c2cc(O)c(O)c(O)c2CNc2ccc(S(=O)(=O)O)cc2)c1 | . | 95 | 93 | 104 | 108
68 | O=C(NCCCNc1cc(-c2cn(-c3ccccc3)nc2-c2cccc(O)c2)ccn1)Nc1cc(C(F)(F)F)cc(C(F)(F)F)c1 | 32 | 58 | 94 | 61 | 51
69 | Cn1c(O)c(N=Nc2nc(-c3cc4cc(Br)ccc4oc3=O)cs2)c2ccccc21 | 109 | 104 | 102 | 97 | 97
70 | C#CC(CCC)N(C)C (stereo not drawn) | 104 | 103 | 101 | 104 | 104
71 | COc1ccccc1/C=N\NC(=O)N/N=C/c1ccccc1OC | 103&109 | 96&101 | 105&98 | 107&99 | 106&100
72 | O=C1CCCCCN1C(=O)c1ccccc1 | 104 | 112 | 99 | 107 | 100
73 | C#CCn1cc(C=C2C(=O)N(C)C(=O)N(C)C2=O)c2cc(Cl)ccc21 | 118 | 104 | 99 | 106 | 109

cpd | NCI-H322M | COLO 205 | HCT-15 | NCI-H226
65 | 110 | 104 | 105 | 100
66 | 96 | 122 | 64 | 97
67 | 105 | 106 | 94 | 105
68 | 90 | 80 | 33 | 80
69 | 98 | . | 98 | .
70 | 111 | 103 | 109 | 95
71 | 114&96 | 127&115 | 104&93 | 94&94
72 | 117 | 102 | 105 | 96
73 | 102 | 122 | 111 | .
